# High-throughput results deposited in PubChem by Fisher Drug Discovery Resource Center.
# mcGAS RapidFire = inhibitors of mouse cGAS; recombinant mouse cGAS, cGAMP by RapidFire MS; hit rate 0.18% among 130,000; Q8C6L5; inhibition, % at 12.5 µM;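 active = inhibition of cGAS enzyme activity at or above 60%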;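 also: enzyme stimulated by 45 bp dsDNA with ATP and GTP substrates; cGAMP share of summed cGAMP plus half ATP and half GTP signals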
# Target sequence (Q8C6L5 whole entry, looked up): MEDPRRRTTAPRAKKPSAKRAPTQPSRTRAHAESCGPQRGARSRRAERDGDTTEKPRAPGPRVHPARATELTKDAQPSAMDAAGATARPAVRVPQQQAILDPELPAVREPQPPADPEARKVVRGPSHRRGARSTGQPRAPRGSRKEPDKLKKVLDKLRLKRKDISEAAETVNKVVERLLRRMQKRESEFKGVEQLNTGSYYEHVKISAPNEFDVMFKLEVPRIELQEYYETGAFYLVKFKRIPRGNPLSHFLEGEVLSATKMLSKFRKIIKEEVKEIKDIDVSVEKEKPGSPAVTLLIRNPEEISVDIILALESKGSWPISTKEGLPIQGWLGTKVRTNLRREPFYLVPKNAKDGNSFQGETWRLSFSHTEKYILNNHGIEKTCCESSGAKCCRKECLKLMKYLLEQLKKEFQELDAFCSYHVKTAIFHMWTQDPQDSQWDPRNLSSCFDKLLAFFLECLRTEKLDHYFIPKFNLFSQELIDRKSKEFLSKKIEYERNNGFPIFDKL
# An asterisk follows results filed as active. Only part of the results is shown, so the mix of outcomes need not match the whole.
SMILES,mcGAS RapidFire
COc1cc(CNCCN2CCOCC2)ccc1OCc1nc(C)no1,-7.6
O=C(c1ccc(Br)cc1)N1CCCC(OCc2cc(F)ccc2F)C1 (stereo unspecified),-8.2
COc1ccc(N2CCN(C(=O)C3CCCCC3C(=O)NC(c3ccccc3)c3ccccc3)CC2)cc1 (stereo unspecified),-6.4
CC(NC(=O)c1cscn1)C1CN(Cc2ccccc2)CCO1 (stereo unspecified),-3.8
CCN(CC#N)C(=O)CC(C)c1cccc(OC)c1 (stereo unspecified),9.2
CCOC(=O)c1sc(-c2ccccc2)cc1NC(=O)Cn1c(C)csc1=O,-17.4
Cc1ccc(C2C(C(=O)c3ccco3)=C(O)C(=O)N2CCCN(C)C)o1 (stereo unspecified),-19.0
CC(=O)c1ccc(C(=O)NC(c2ccncc2)c2ccccc2C)s1 (stereo unspecified),-22.9
CC(C)C1CC(=O)NCCN1Cc1ccc(OCCCN(C)C)cc1 (stereo unspecified),-1.7
CC(C)C(=O)N1CCC(Cn2ccnc2-c2ncc[nH]2)CC1,-8.9
Cc1cc(-c2nn3c(CN(C)Cc4ccccc4)nnc3s2)no1,3.9
CS(=O)(=O)c1ccc(C(O)CN2CCOc3ccccc32)cc1 (stereo unspecified),-2.3
O=C(NN=CC1SC(=Nc2ccccc2)N=C1Cl)c1ccccc1 (stereo unspecified),-3.3
COc1cc(OC)c2c(=O)c(OC)c(-c3ccc(OC)c(OC)c3)oc2c1,-7.6
C=C(C)Cn1c(SCC(=O)N/N=C\c2ccccc2OCC(=O)O)nnc1-c1ccc(Br)cc1,-6.0
COc1cccc(CC2CN(c3cnccn3)CCO2)c1 (stereo unspecified),-7.0
O=C(Nc1ccccc1)NC1CC(=O)N(Cc2cccc(F)c2)C1 (stereo unspecified),2.9
C=C(C)CSc1nc2c(c(=O)[nH]c(=O)n2C)n1CCC(C)C,-0.2
Cc1cccnc1CN1CCN(Cc2nc(C(c3ccccc3)c3ccccc3)no2)CC1,-8.0
Cc1cccc(N2CCN(C(C)C(=O)Nc3cc(C)on3)CC2)c1 (stereo unspecified),3.2
Cc1cccc(NC(=O)CCC2CCN(C(=O)c3ccc4ncccc4c3)CC2)c1,-1.2
Cc1ccccc1CC(=O)Nc1ccc(N2CCN(C)CC2)cn1,-15.7
O=c1sc(N2CCN(c3ccc(Cl)cc3)CC2)nc2ccsc12,10.5
CN(C)c1ccc(C2=NN(c3ccccc3)C(c3ccccc3)C2)cc1 (stereo unspecified),-7.7
CCCCN1C(O)c2ccccc2S1(=O)=O (stereo unspecified),2.7
CCN(CC)c1ccc(NC(=O)c2nc3nc(C)cc(C(F)F)n3n2)cc1,-2.0
COCCn1cc(C(=O)N2CCCC(n3cccn3)C2)ccc1=O (stereo unspecified),-6.7
CC1C(=O)N(c2cccc(Br)c2)CCN1Cc1ccccc1 (stereo unspecified),-6.4
CN(C)c1ccc(N)cc1CN(CC1CC1)S(C)(=O)=O,-6.1
Cc1cc(C)c2c(-c3ccccc3)nc(SC(C)C(N)=O)n2n1 (stereo unspecified),3.6
COc1cccc(-c2cc(C(=O)O)cc(S(=O)(=O)N3CCOCC3)c2)c1F,-15.9
CCN1CCN(C(=O)c2ccccc2N2CCC(NC(=O)c3ccc(OC)cc3)CC2)CC1,-6.3
N#Cc1ccc(NC(=O)CNc2ccc(Cl)cc2)cc1,-9.9
O=C(NCc1cccs1)c1cccnc1Oc1ccc(Cl)cc1,-1.1
COCc1nn2c(nnc3c(=O)n(NC(C)=O)ccc32)c1-c1ccc(F)cc1,-1.1
Cn1cc(-c2nn(-c3ccccc3)cc2C=NNC(N)=S)c2ccccc21,-2.7
CC(=O)c1ccc2c(c1)N(CCCC(=O)NCCN1CCCCC1)C(=O)CO2,-3.1
COc1ccccc1CC(NC(=O)N1CCCC(CO)C1)C(C)C (stereo unspecified),-1.6
CC1=C(SCc2ccccc2)C(=O)c2ccccc2C1=O,-3.1
Nc1nonc1-c1noc(COc2ccccc2Cl)n1,-3.2
CCc1ccc(S(=O)(=O)Nc2ccccn2)cc1,-6.3
CO/N=C1\C(=O)Nc2ccc(-c3ccccc3)cc21,-5.1
CC12CCC(c3nc4ccccc4n3C1=O)C2(C)C (stereo unspecified),-3.2
COC(=O)NCCc1nc(COc2ccc(Cl)cc2Cl)no1,-13.8
O=C(NCCn1ncccc1=O)C1CCCC1,-3.0
COc1cc2c(cc1-c1nccn1-c1ccc3nc(CO)[nH]c3c1)CCC2,-28.6
O=C(/C=C/c1cc2ccccc2o1)NC1CCOc2c(Cl)cccc21 (stereo unspecified),-2.8
CS(=O)(=O)c1ccc(CC(=O)N(Cc2ccccn2)c2nc3ccc(F)cc3s2)cc1,-6.4
O=C(NN=C1CCCCC1)c1ccccc1OCc1ccc(F)cc1,-4.5
O=C(COc1ccc(Br)cc1)NNC(=O)C1COc2ccccc2O1 (stereo unspecified),-4.6
COc1cccc(NC(=O)CCC2CCN(C(=O)CN3CCOC3=O)CC2)c1,-1.2
OCC1(Cc2cccc(Cl)c2)CCCN(Cc2ccc3cc(F)ccc3n2)C1 (stereo unspecified),-4.4
CC1=CCC2CC1C(C)OC2(C)C (stereo unspecified),-3.4
Cc1cccc(C(C(=O)NCc2ccc3nonc3c2)N(C)C)c1 (stereo unspecified),-18.2
COc1cccc(CN(C)C(=O)c2cc3ccccc3o2)c1OC,-0.7
COc1c(C)cnc(CNC(=O)c2c(F)cccc2F)c1C,-10.5
CCn1c(N2CCN(CCc3ccccc3)CC2)nc2c1c(=O)[nH]c(=O)n2C,3.8
CN(CC1CCN(CCc2ccc(F)cc2)CC1)C(=O)CC1=CCCCC1,-1.2
O=C1CCC(CCC(=O)N2CCN(c3ncc4ccccc4n3)CC2)(Cc2ccc(Cl)cc2)N1 (stereo unspecified),-10.1
CCS(=O)(=O)N1CCN(C(C)C)CC1,-0.9

# Next part:
SMILES,mcGAS RapidFire
Cn1cc(N2CCCC(Nc3ccc4c(c3)CCCO4)C2=O)cn1 (stereo unspecified),-6.8
O=C(Nc1cccc(-n2cccn2)c1)C1CCCN(CCCn2cccn2)C1 (stereo unspecified),1.3
Cn1nccc1-c1nnc(N)o1,-21.3
Cc1ccc(OC(C)(C)C(=O)N2CCC(C(=O)NCC#N)(c3ccccc3)CC2)c2c1CCC2,-12.2
CNC(=O)c1cc(-c2cnc3ccccc3c2)ccc1Cl,-7.4
CCCc1nc(-c2ccc(S(N)(=O)=O)cc2)cs1,-9.2
CC(C)NC(=O)c1cn(C2CCN(c3ncncc3C(C)C)CC2)nn1,-20.8
Cc1noc(C)c1C(=O)OCc1nc(-c2cccs2)no1,-14.9
Cc1cc(CNC2CCN(C)C2=O)ccc1Br (stereo unspecified),-3.7
O=C(Cn1cnc2c(nnn2Cc2ccc(F)cc2)c1=O)c1ccccc1,5.2
Cc1ccc(F)cc1-n1c(Cc2ccc(O)cc2)n[nH]c1=O,-14.6
Cc1n[nH]c(C)c1CNC(=O)[C@H]1C[C@@H](C(=O)O)N(C)[C@H]1c1ccccc1F,2.9
O=C(Cc1noc(CCc2ccco2)n1)NCc1ccccc1,-51.0
COC(=O)c1cc(OC)c(OC)cc1NCC(=O)Nc1sc(C)c(C)c1C(=O)OC,9.1
O=C(CC1CC1)NCC1CCN(Cc2ccc(F)c(Cl)c2)C1 (stereo unspecified),-30.8

# Copied from the results shown for reference:
SMILES,mcGAS RapidFire
Cn1cc(N2CCCC(Nc3ccc4c(c3)CCCO4)C2=O)cn1 (stereo unspecified),-6.8
O=C(Nc1cccc(-n2cccn2)c1)C1CCCN(CCCn2cccn2)C1 (stereo unspecified),1.3
Cn1nccc1-c1nnc(N)o1,-21.3

# (continued)
SMILES,mcGAS RapidFire
COC(=O)c1ccc(C2CC(=O)NCCN2CC2CC2)cc1 (stereo unspecified),-5.0
CN(Cc1cccc(C(N)=O)c1)C(=O)CC1OCCc2ccsc21 (stereo unspecified),-5.3
COc1cc(CN(C)Cc2nc(C)c(C)o2)c(SC)cc1OC,-3.4
CCn1ncnc1CN1CCOC(Cc2cccc3ccccc23)C1 (stereo unspecified),-12.9
CN(C)c1ccc(/C=C2\N=C(c3ccc(Cl)c(Cl)c3)OC2=O)cc1,-2.5
Cn1c(=O)c2c(nc3n2CC(C(C)(C)C)=NN3CCc2ccccc2)n(C)c1=O,-0.7
O=P(O)(C=Cc1ccccc1)C=Cc1ccccc1,49.5
COc1ccc(CNC(=O)C2CC=CCC2C(=O)N2CCN(c3ccccn3)CC2)c(OC)c1 (stereo unspecified),5.9
CCc1cccc(C)c1NC(=O)N1CCN(C(C)=O)CC1,-0.1
c1ccc(NC2CCCN(Cc3cccn3-c3nccs3)C2)cc1 (stereo unspecified),-11.5
O=C(Cn1cnc2c(nnn2Cc2ccc(Cl)cc2)c1=O)c1ccccc1,4.6
O=C(c1csc(-c2ccccc2)n1)N1CCC(N2CCCCC2)CC1,-3.4
NC(=O)c1cc(NC(=O)CCc2ccc(S(N)(=O)=O)cc2)cc(C(N)=O)c1,-4.0
COc1cc2nc(CSc3nnnn3C)[nH]c(=O)c2cc1OC,-4.7
COCCn1cc(NC(=O)N2CCCC2)c2ccccc21,-5.2

# Reprinted from the part before: 3 entries, followed by the next part.
SMILES,mcGAS RapidFire
NC(=O)c1cc(NC(=O)CCc2ccc(S(N)(=O)=O)cc2)cc(C(N)=O)c1,-4.0
COc1cc2nc(CSc3nnnn3C)[nH]c(=O)c2cc1OC,-4.7
COCCn1cc(NC(=O)N2CCCC2)c2ccccc21,-5.2
CC(C)Nc1cccc(CNC(=O)C2CCCc3ccccc32)c1 (stereo unspecified),-10.3
CC(NC1CCc2ccccc21)C(=O)Nc1ccc(F)cc1F (stereo unspecified),-2.1
CN1CCN(c2ncccc2CNC(=O)[C@@H](O)Cc2ccccc2)CC1,-12.0
CCc1ccccc1NC(=O)CN(C)c1nc2c(cnn2C)c(=O)[nH]1,6.9
CSc1ccccc1NC(=O)NCc1cc(C)no1,-0.4
COc1cc(S(=O)(=O)NC(C)(C)CC(C)(C)C)ccc1F,-0.2
CCC1CN(C(=O)c2ccc(NCCn3cccn3)nc2)CCN1C(C)C (stereo unspecified),-3.4
COCCN(CC1CCN(Cc2ccccc2F)CC1)C(=O)c1cn2cc(C)ccc2n1,-11.6
CN=C1SC(CC(=O)NC)C(=O)N1C (stereo unspecified),-7.0
COC(=O)[C@@H]1C[C@@H](O)CN1CC(=O)Nc1ccc(C)cc1Cl,-1.4
O=C(CCNS(=O)(=O)c1ccc(Cl)cc1)N(Cc1ccc(F)cc1)C1CC1,-3.1
CCCCc1ccc(S(=O)(=O)NC(=O)C2(C)CCN2C(=O)Cc2ccccc2)cc1 (stereo unspecified),-16.2
COC(=O)c1cccc(CC2(C)C(=O)Nc3ccc(-c4ccccc4)cc32)c1 (stereo unspecified),-2.5
CSCCCn1c(=O)[nH]c(=O)c2c(N)c(C(C)=O)sc21,18.5
CCOC(=O)c1nn(-c2ccc(F)cc2)c(=O)cc1N1CCN(CCO)CC1,-7.0
O=C(Cc1cccs1)NC1(C(=O)NC2CCCC2)CCCCC1,3.0
CC1(Cc2ccc(OC(F)(F)F)cc2)C(=O)Nc2ccc(S(=O)(=O)NC3CCCCC3)cc21 (stereo unspecified),-2.5
Cc1ccsc1[C@@H]1CCN(C(=O)COc2ccc(F)cc2)C[C@H]1O,-4.9
CCCN(CCC)Cc1nc2ncccn2c1Br,-5.2
CCC(=O)Nc1ccc(SCc2ccncc2)nn1,-6.6
O=C(NCc1cn2ccccc2n1)c1ccc2ccccc2c1,-0.8
CCOc1ccc2nc(S(=O)(=O)NC(=O)C3(C)CCN3C(=O)c3ccccc3)sc2c1 (stereo unspecified),-9.5
CC(C)C(C)N(Cc1ccco1)C(=O)c1cnc2ccccn2c1=O (stereo unspecified),-20.2
Cc1c(C(=O)Nc2cccnc2N2CCCC2)oc2c(F)cccc12,5.0
COc1ccc(C2c3cccn3CCN2C(=O)Nc2cccs2)cc1 (stereo unspecified),0.1
Cc1cc(NC(=O)CN(C)C(C)c2ncc(-c3ccccc3)o2)no1 (stereo unspecified),-8.9
CCc1cccc2c(C3CCN(C(=O)C4CC5CCCC(C4)C5=O)CC3)c[nH]c12 (stereo unspecified),-3.5
O=C(Cn1cnc2c(cnn2C2CCS(=O)(=O)C2)c1=O)N1CCN(c2ccccc2)CC1 (stereo unspecified),-4.3
CN(C)C(=O)CNc1ccc(OCc2ccco2)c(Cl)c1,0.1
CCCOc1ccnc2c1c(=O)n(CCC(C)C)c(=O)n2C,3.0
Cn1c(=S)[nH]c2ccccc21,-16.2
CC1(C)C2CC=C(COCC(O)CNCc3ccccn3)C1C2 (stereo unspecified),7.5
Cc1cc(NC(=O)c2csc3c2CCCC3)ccc1N1CCCC1=O,-1.9
O=c1c(Cl)c(Cl)cnn1CNC1(c2ccc(F)cc2)CCCC1,-3.0
Cc1ccn2c(=O)c(NC(=O)CCC3CCCCC3)c(C)nc2c1,17.7
O=C(c1ccccc1OCc1cccnc1)N1CCC(Cc2ccccn2)CC1,-1.8
CN(Cc1ccc2cccc(O)c2n1)Cc1nnc(-c2ccccc2)o1,-20.5
CCC(=O)N/N=C(/C)CC(=O)Nc1cccc(I)c1,1.4
CN1C(=C2C(=O)CC(C)(C)CC2=O)Sc2ccccc21,-2.7
O=C(Nc1ccon1)c1ccc(=O)n(Cc2ccccc2Cl)c1,-5.4
CCCn1c(C2CC(=O)N(c3cccc(OC)c3)C2)nc2ccccc21 (stereo unspecified),-4.0
CCCCc1ncc(-c2nccn2CCC2CCCN2C)[nH]1 (stereo unspecified),11.3
CC(C)(C1=CC(=O)c2ccccc2C1=O)C1OCC(COc2ccc(Cl)cc2)O1 (stereo unspecified),-5.4
N#Cc1ccc(COC(=O)CCNS(=O)(=O)c2cccs2)c(F)c1,0.2
Cc1oc(-c2cccc(C(F)(F)F)c2)nc1CN1CCN(C)C(C)C1 (stereo unspecified),-21.5

# 4 records picked at random from those above:
SMILES,mcGAS RapidFire
CCC(=O)N/N=C(/C)CC(=O)Nc1cccc(I)c1,1.4
O=C(c1ccccc1OCc1cccnc1)N1CCC(Cc2ccccn2)CC1,-1.8
O=c1c(Cl)c(Cl)cnn1CNC1(c2ccc(F)cc2)CCCC1,-3.0
Cn1c(=S)[nH]c2ccccc21,-16.2
